# Nrf2 inh – inhibitors of Nrf2 signaling | A549 ARE-Fluc reporter, luciferase luminescence, 18-24 h | Potency, µM (highest dose often 46 µM), for inactives: top-dose activity change, negative = inhibition, actives largely listed as inhibitors | 360,000 compounds, 2.1% hits; further: potency means the concentration at half of the fitted maximal effect; on the % scale 0 is the no-effect control and ±100 the full control effect; nearly all actives have a fitted effect of over 60% in size
#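 In this cell-based qHTS, ARE-driven firefly luciferase in A549 cells reports Nrf2 activity; the luminescent signal after BugLite lysis is the measured value, with a prior CellTiter-Fluor read for cell health.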
# TGFb inhibitor – inhibitors of TGF-b signaling; HepG2 CAGA-GFP TGF-b/SMAD3 reporter, GFP fluorescence, 18 h; TGF-beta stimulated, 500 pg/mL final; Potency, µM (top dose mostly 46.1 µM), inactives show at the highest dose activity, negative = inhibition, actives largely listed as inhibitors; 410,000 compounds, 1.2% hits; AID 588855; further: potency means the concentration at half of the fitted maximal effect; on the % scale 0 is the no-effect control and ±100 the full control effect; nearly all actives have a fitted effect of over 65% in size
#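 First, reporter cells (HEPG2 CAGA-GFP) rested 2 h at 37 degrees C. Next, compounds were pinned in and TGF-beta added to 500 pg/mL final. After 18 h, GFP was imaged per cell and summed per well.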
# HepG2 viability – HepG2 cytotoxicity, counter-screen for TGF-b inhibitors; AID 588856; 410,000 compounds, 0.76% hits; HepG2 CAGA-GFP viability, ATP luminescence, 18 h; Potency, µM (titrated, usually from 46.1 µM), for the others: at the top dose activity change, negative = cytotoxicity, hits mostly cytotoxic; further: potency means the concentration at half of the fitted maximal effect; some results filed as inactive show a strong effect at the top dose
#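 CellTiter-Glo luminescence gave cytotoxicity after 18 hours at 37 degrees C. The cells were HepG2 CAGA-GFP in 1% FBS DMEM, stimulated with 500 pg/mL TGF-beta after compound addition. %Activity was normalised to no-cell wells (complete cell-killing) and DMSO (no toxicity), and curves were fitted and classified.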
# Nrf2 activator – activates Nrf2 signaling; Potency, µM (series often up to 46.1 µM), for inactives: at the top dose activation, most hits filed as activators; AID 624171; AREc32 ARE-luciferase reporter (MCF7-derived line), luminescence, 24 h; 410,000 compounds, 0.31% hits; further: potency means the concentration at half of the fitted maximal effect; % of control where 0% means no effect; nearly all actives have a fitted effect of over 65% in size
#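 Each well held 1000 AREc32 cells, which were incubated with compound for 24 hr at 37 deg C after overnight attachment, and ARE reporter activity was quantified by firefly luciferase luminescence.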
# A549 tox – A549 cytotoxicity, counter-screen for Nrf2 inhibitors; A549 ARE-Fluc cells, CellTiter-Fluor viability, 18-24 h; Potency, µM (titrated, usually from 46 µM), for inactives: at the highest dose activity change, negative = cytotoxicity, most hits filed as inhibitors; 390,000 compounds, 0.16% hits; AID 504648; further: potency means the concentration at half of the fitted maximal effect; on the % scale 0 is the no-effect control and ±100 the full control effect
#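 Cytotoxicity counterscreen: CellTiter-Fluor fluorescence was measured in A549 ARE_Fluc cells after 18-24 h of compound exposure in a concentration series. The subsequent BugLite luminescent read reports ARE-luciferase activity.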
# ATXN viability – cell viability loss in ATXN counter-screen; S2 cells (HEK-293 line with an ATXN2-luciferase reporter) viability, CellTiter-Fluor protease fluorescence, 24 h; Potency, µM (titrated, usually from 56.7 µM), actives largely listed as cytotoxic; 400,000 compounds, 0.49% hits; further: potency means the concentration at half of the fitted maximal effect; nearly all actives have a fitted effect of over 40% in size
# CCT modulator – changes cytosolic chaperonin activity. 360,000 compounds, 0.3% hits. AID 651819. activity change, % (concentration not given with the values), hits read low. purified chaperonin ATPase assay, HTRF ADP detection, 30 min; in the data active means activity change below about -30%; further: on the % scale 0 is the no-effect control and ±100 the full control effect
#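 Nucleotide hydrolysis assay: TRiC at 20–40 nM final (set by batch activity) with 10 uM ATP, 30 min at 37 °C, in presence of 76 uM compound. Detection by competitive ADP HTRF, 30 min ambient.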
# Mm-Cpn inhibitor – M. maripaludis TRiC chaperonin inhibition | purified Mm-Cpn ATPase, ADP Transcreener TR-FRET | Potency, µM (titrated, usually from 76.9 µM), without a hit: at the highest dose activity, negative = inhibition, hits mostly inhibitors | 330,000 compounds, 0.031% hits; further: potency means the concentration at half of the fitted maximal effect; on the % scale 0 is the no-effect control and ±100 the full control effect; nearly all actives have a fitted effect of over 80% in size
#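 25 nM Mm-CPN + cpd, 10 min 37°C; + 10 uM ATP, 30 min 37°C; buffer 30 mM Tris pH 7.4, 100 mM KCl, 5 mM MgCl2, 1 mM DTT; Transcreener ADP HTRF detection 30 min RT.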
# pAkt inh – blocks phosphorylation of Akt; Neuro2A IGF-stimulated pAkt S473 HTRF, 20 min; active compounds read low; activity change, % for hits at 50 µM; 360,000 compounds, 0.32% hits; in the data active means activity change below about -80%; inconclusive means mostly about -51% to -80%; further: on the % scale 0 is the no-effect control and ±100 the full control effect
#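 Single-point screen (50 µM final compound) in Neuro2A cells stimulated 20 min with 6 nM IGF at 37 deg C. After lysis, Ser473-phosphorylated Akt read by HTRF (ex 330 nm, em 615/665 nm) as the 665/615 ratio.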
# The depositor's hits bear a star; i = inactive; ? = inconclusive; · = no result given; & = joins results of further samples; [ ] = remark or other dose. Unless noted, the call rests on the fitted dose curve; in most records, active means well fitted curve in the direction sought with a large enough effect; inconclusive means small, poorly fitted or top-dose-only effect, or another doubt; inactive means no such curve, though single readings can be large; an effect the other way counts as inactive or inconclusive.
SMILES,Nrf2 inh,TGFb inhibitor,HepG2 viability,Nrf2 activator,A549 tox,ATXN viability,CCT modulator,Mm-Cpn inhibitor,pAkt inh
COc1ccc(C)cc1/C=C/C(=O)N1CCN(S(=O)(=O)c2cccs2)CC1,·,0%,-23%,3.7%,·,i,1.2,·,i
COC[C@H]1CCCN1c1ccc2c(c1)O[C@H](COCc1ccccc1)CN([C@@H](C)c1ccccc1)S2(=O)=O,·,·,·,0.4%,·,i,-1.3,·,i
COc1ccc([N+](=O)[O-])c(OC)c1C(=O)NC(=O)Nc1c(C)cccc1C,-8%,-14%,-3%,0.1%,-1%,i,-2.4,1%,i
COc1ccc(Cl)cc1NC(=O)COc1cccc(-n2cnnn2)c1,-11%,4%,-9%,0.0%,0%,i,-0.5,1%,i
O=C(Nc1cccc(N=Cc2cc(Br)cc(Br)c2O)c1)c1ccco1,12%,?,-5%,-0.3%,0%,i,-0.4,-6%,i
CCOC(=O)c1ccc(NC(=O)C2(c3ccc(OC)cc3)CCOCC2)cc1,?,-10%,10%,0.2%,-20%,i,1.6,-3%,i
N#Cc1ccccc1S(=O)(=O)N1CCCC(c2nc3c(nnn3Cc3cccc(Cl)c3)c(=O)[nH]2)C1 (stereo not drawn),1%,0%,-12%,0.3%,-6%,·,·,·,·
O=C(CN1CCN(S(=O)(=O)c2ccccc2)CC1)N1CCc2ccccc21,-3%,-9%,-3%,0.6%,-4%,?,-2.7,1%,i
CCC1(c2ccc(F)cc2)NC(=O)N(CC(=O)N2CCN(S(=O)(=O)c3ccc(C)cc3)CC2)C1=O (stereo not drawn),?,-14%,7%,-2.1%,-13%,i,1.1,3%,i
CS(=O)(=O)N(CC(=O)NCc1ccccc1Cl)Cc1ccccc1,-5%,20%,-3%,-0.5%,-8%,i,-0.6,1%,i
O=C1C(Cl)=C(Nc2cccc(O)c2)C(=O)N1Cc1ccccc1,1%,?,23%,?,2%,i,-2.1,1%,i
CCOC(=O)c1nnn(CC(=O)N2N=C(c3ccc(Cl)cc3)CC2c2ccc(OC)cc2)c1C(=O)OCC (stereo not drawn),5%,-8%,-13%,1.7%,0%,i,-0.9,0%,i
O=C(CCCc1nc2ccccc2s1)Nc1nccs1,1%,-4%,-33%,2.5%,-11%,i,-1.7,-3%,i
c1ccc2c(NC3CCCC3)nnc(NC3CCCC3)c2c1,-24%,?,-27%,2.2%,-12%,?,0.7,-3%,i
O=C(O)c1ccc(-c2nc(-c3ccccc3Cl)cs2)cc1,?,4%,-4%,0.7%,0%,i,-12,-3%,i
COc1ccc(N2CCOCC2)c(NC(=O)c2ccc3c(c2)OCO3)c1,2%,24%,-8%,-0.5%,-9%,?,1.5,2%,i
Cn1c(N)c(C(=O)COC(=O)c2ccc(F)cc2Cl)c(=O)n(C)c1=O,1%,4%,0%,5.4%,0%,i,0.6,0%,i
O=C(COc1ccc(Cl)cc1)N1CCCCCCC1,-8%,3%,0%,-0.1%,0%,?,-0.1,-1%,i
COc1ccccc1-c1cnn2c(NCCc3ccccc3)cc(C)nc12,?,35%[activator],15%,6.2%,2%,i,0.0,-4%,i
CC(=O)N1Cc2[nH]c3ccccc3c2CC1C(=O)O (stereo not drawn),-8%,-2%,-3%,0.2%,6%,i,0.7,0%,i
CCCS(=O)(=O)c1ncc(Cl)c(C(=O)Nc2c(C(=O)c3ccccc3)oc3ccccc23)n1,32%,-9%,7%,0.3%,8%,i,·,·,·
CC(=O)NC(Cc1ccccc1C)C(=O)NC1CCN(C(=O)NCc2ccccc2)CC1 (stereo not drawn),?,18%,6%,-0.2%,2%,·,-0.3,-1%,i
CC(=O)CSc1nc2ccc(Nc3nc(N4CCOCC4)nc(N4CCOCC4)n3)cc2s1,-17%,102%[activator],-52%,11%,·,i,-4.4,-2%,i
CCOC(=O)CCN,4%,4%,45%,-0.3%,0%,i,-2.3,4%,i
O=C(COc1ccc(C(=O)Nc2ccc(Cl)cc2)cc1)NCc1ccccc1,-15%,-5%,-54%,7.1%,-12%,i,-1.0,1%,i

# In the list so far, 2 have a COOH group:
SMILES,Nrf2 inh,TGFb inhibitor,HepG2 viability,Nrf2 activator,A549 tox,ATXN viability,CCT modulator,Mm-Cpn inhibitor,pAkt inh
O=C(O)c1ccc(-c2nc(-c3ccccc3Cl)cs2)cc1,?,4%,-4%,0.7%,0%,i,-12,-3%,i
CC(=O)N1Cc2[nH]c3ccccc3c2CC1C(=O)O (stereo not drawn),-8%,-2%,-3%,0.2%,6%,i,0.7,0%,i

# (listing goes on)
SMILES,Nrf2 inh,TGFb inhibitor,HepG2 viability,Nrf2 activator,A549 tox,ATXN viability,CCT modulator,Mm-Cpn inhibitor,pAkt inh
O=C(NCCn1ccc2ccccc21)c1cccc([N+](=O)[O-])c1,-6%,-19%,-9%,3.2%,0%,i,-3.4,-1%,i
CCCc1cc(=O)oc2c(C)c(OCC(=O)N3CCC(C(N)=O)CC3)ccc12,-7%,18%,0%,0.4%,3%,i,0.2,2%,i
C=C[C@@H]1c2ccccc2N(S(=O)(=O)c2ccc(C)cc2)[C@H](c2ccc(OC(C)=O)cc2)C1(C#N)C#N,?,?,-45%&-22%,-5.2%,-28%,?,1.2,4%,i
COc1cccc(Nc2nc(-c3cccnc3)cs2)c1,?,0%,-42%,14%,0%,?,-0.3,0%,i
COc1cc(CNc2ccc3c(c2)CCC3)cc(OC)c1O,29%,-3%,3%,2.2%,-1%,i,0.9,1%,i
COc1ccc(CCN2CCCC(CN(C)C(=O)c3ccoc3C)C2)cc1 (stereo not drawn),-1%,11%,21%,1.8%,-2%,i,1.0,-2%,i
CCNC(=O)NC(=O)c1csc([N+](=O)[O-])c1,6%,-2%,9%,5.4%,-2%,i,-2.1,1%,i
C=CCOc1ccc2ccccc2c1CNCCCN1CCOCC1,5%,12%,-10%,1.7%,?,i,0.0,-1%,i
CCN(c1ccccc1)S(=O)(=O)c1cccc(C(=O)N2CCN(S(=O)(=O)c3ccccc3)CC2)c1,?,-29%,-1%,-0.3%,-1%,i,-0.4,-3%,i
COCCCNC(=O)C1CCCN(c2nn3cc(-c4ccc(C)cc4)nc3s2)C1 (stereo not drawn),?,-2%,-25%,-0.9%,7%,·,·,·,·
CC(=O)N1N=C(c2cccc(NS(=O)(=O)c3ccc(C)cc3)c2)CC1c1ccco1 (stereo not drawn),23µM*,-15%,-5%,-0.3%,?,i,-0.3,-6%,i
CC1(C(=O)N2CCC(CC3CC(c4cccc(Br)c4)=NO3)(C(=O)NCC3CCCCC3)CC2)CC1 (stereo not drawn),?,?,2%,2.2%,?,?,1.5,-6%,i
O=C(NCc1cccnc1)c1cc(C2CCCN(C(=O)C3CCCCC3)C2)on1 (stereo not drawn),·,37%[activator],2%,0.3%,·,i,-2.0,·,i
Nc1ccccc1C(O)(Cc1ccccc1)c1ccccc1 (stereo not drawn),-13%,-22%,-22%,-0.1%,-1%,i,-3.5,1%,i
O=C(Cn1c(NCCO)nc2ccccc21)NCCc1ccccc1,-4%,?,-13%,0.1%,-5%,i,-2.1,1%,i
COc1ccc(NS(=O)(=O)c2ccc(OC)c(N(C)S(=O)(=O)c3ccc(Cl)cc3)c2)cc1,7.3µM*,10µM*,-26%,6.2%,?,?,-4.0,0%,i
CCc1cc2c(=O)[nH]c(Cc3ccc(Cl)cc3)nc2s1,·,12%,3%,0.8%,2%,i,-1.9,-8%,i
Cn1c(N)c(C(=O)COC(=O)c2nc(Cl)ccc2Cl)c(=O)n(C)c1=O,6%,0%,-10%,2.2µM*,1%,i,1.4,0%,i
CCCC1CCC(c2nc(-c3cccnc3)no2)CC1 (stereo not drawn),11%,31%,-6%,0.3%,·,i,-0.3,1%,i
CCN(C(=O)COC(=O)[C@H](C)N=C1NS(=O)(=O)c2ccccc21)C1CCS(=O)(=O)C1 (stereo partly drawn),-12%,-21%,-12%,-1.5%,-12%,i,-0.7,1%,i
COc1ccc(/C=N/NC(=O)c2ccc(O)cc2O)cc1CSc1ccccn1,8%,?,-2%,-0.8%[9.22 µM],11%,i,-0.5,-1%,i
CC1Cc2ccccc2N1C(=O)COC(=O)C1(c2ccccc2F)CCCC1 (stereo not drawn),?,5%,-11%,-0.8%,17%,i,-0.4,-4%,i
CN1CCc2c(OCC(=O)N3N=C(c4cccs4)CC3c3ccc(F)cc3)cccc2C1=O (stereo not drawn),?,?,-62%,4.0%,-6%,i,-3.0,-3%,i
COc1ccc(OC)c(NC(=O)Cn2cc(C(=O)c3cccs3)c3ccccc32)c1,?,-2%,3%,5.1%,-6%,·,·,·,·
Cc1ccc(-n2ncc3c(=O)n(CC(=O)N(C(C)C)C(C)C)cnc32)cc1,-14%,13%,3%,-1.0%,1%,i,-1.4,0%,i
CSc1ccc(C(=O)NC2CCSc3ccccc32)cc1 (stereo not drawn),16%,-31%,-41%,-0.4%,1%,i,-0.7,-4%,i
CCOc1cc(N2CCOCC2)c(OCC)cc1NC(=O)c1cc(-c2ccco2)nc2ccccc12,15µM*,-15%,-44%,3.9%,?,?,-1.8,1%,i
COC(=O)C1=C[C@@H](C(=O)OC)C2C3=C(C(=O)[C@]2(C)NC(=O)c2ccccc2)[C@H](C)n2c(=O)n(C)c(=O)n2[C@@H]3C1 (stereo partly drawn),5%,-2%,-3%,·,-6%,·,·,·,·

# Some of the entries so far, tab-delimited:
canonical_smiles	Nrf2 inh	TGFb inhibitor	HepG2 viability	Nrf2 activator	A549 tox	ATXN viability	CCT modulator	Mm-Cpn inhibitor	pAkt inh
O=C(Nc1cccc(N=Cc2cc(Br)cc(Br)c2O)c1)c1ccco1	12%	?	-5%	-0.3%	0%	i	-0.4	-6%	i
CCOC(=O)c1ccc(NC(=O)C2(c3ccc(OC)cc3)CCOCC2)cc1	?	-10%	10%	0.2%	-20%	i	1.6	-3%	i
N#Cc1ccccc1S(=O)(=O)N1CCCC(c2nc3c(nnn3Cc3cccc(Cl)c3)c(=O)[nH]2)C1 (stereo not drawn)	1%	0%	-12%	0.3%	-6%	·	·	·	·
